NR2E3 ag-1: inhibitors of NR2E3-RetCOR corepressor binding, primary screen, NR2E3 agonist project, biochemical, TR-FRET, GST-NR2E3, biotin-RetCOR | Photoreceptor-specific nuclear receptor (Homo sapiens), Q9Y5X4 | 1536-well | inhibition of corepressor binding, % at 4.78 µM | 320,000 tested, 0.12% active | AID 2300, 2010;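 active = percent inhibition above the cutoff of mean plus 3 SD of all tested compounds, set per screening campaign, cut at about 20% in these data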;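 note: 0% = DMSO wells and 100% = biotin wells as full block of FRET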
Target sequence (Q9Y5X4 whole entry, looked up): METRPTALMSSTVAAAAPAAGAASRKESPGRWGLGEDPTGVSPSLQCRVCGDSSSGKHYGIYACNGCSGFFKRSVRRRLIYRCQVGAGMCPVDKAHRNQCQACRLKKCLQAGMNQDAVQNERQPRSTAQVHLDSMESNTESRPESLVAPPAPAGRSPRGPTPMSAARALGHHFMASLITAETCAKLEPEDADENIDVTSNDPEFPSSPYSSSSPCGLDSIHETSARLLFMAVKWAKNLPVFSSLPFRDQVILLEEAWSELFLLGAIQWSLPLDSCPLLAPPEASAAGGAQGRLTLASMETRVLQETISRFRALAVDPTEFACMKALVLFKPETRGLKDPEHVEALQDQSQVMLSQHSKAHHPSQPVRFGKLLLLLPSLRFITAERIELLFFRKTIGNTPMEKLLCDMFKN
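System: GST-NR2E3 and biotin-RetCOR proteins; probe or stimulus: 7 nM biotin-RetCOR; doses: compound at 4.8 µM, single dose; schedule: Compound–protein incubation for 5 h at 4 °C; detection: time-resolved FRET; read-out: percent inhibition; controls: biotin wells as high control, 0.6% DMSO wells as low control; format: 1536-well plates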
Peg3 prom inh: Peg3 promoter-driven luciferase inhibitors, primary screen, cell-based, HeLa, luciferase luminescence; inhibition, % at 20 µM; AID 588405, 2011; 360,000 tested, 1.7% active; HeLa PEG-Prom luciferase reporter, overnight;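 active = inhibition of at least 50% at 20 µM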
PDI turbidity: inhibitors of human PDI, primary screen, biochemical, turbidity, single point, plate reader | inhibition, % at 10 µM | 350,000 tested, 0.052% active | AID 588391, 2011 | Protein disulfide-isomerase (Homo sapiens), P07237 | PDI insulin aggregation turbidity, A650, 90 min;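 active = mean inhibition across replicates of 30% or more, whatever share of single replicates reach that level; inconclusive = mean inhibition below 30% while every single replicate reaches 30%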;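 note: absorbance from insulin aggregation driven by PDI reduction with DTT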
Target sequence (P07237 whole entry, looked up): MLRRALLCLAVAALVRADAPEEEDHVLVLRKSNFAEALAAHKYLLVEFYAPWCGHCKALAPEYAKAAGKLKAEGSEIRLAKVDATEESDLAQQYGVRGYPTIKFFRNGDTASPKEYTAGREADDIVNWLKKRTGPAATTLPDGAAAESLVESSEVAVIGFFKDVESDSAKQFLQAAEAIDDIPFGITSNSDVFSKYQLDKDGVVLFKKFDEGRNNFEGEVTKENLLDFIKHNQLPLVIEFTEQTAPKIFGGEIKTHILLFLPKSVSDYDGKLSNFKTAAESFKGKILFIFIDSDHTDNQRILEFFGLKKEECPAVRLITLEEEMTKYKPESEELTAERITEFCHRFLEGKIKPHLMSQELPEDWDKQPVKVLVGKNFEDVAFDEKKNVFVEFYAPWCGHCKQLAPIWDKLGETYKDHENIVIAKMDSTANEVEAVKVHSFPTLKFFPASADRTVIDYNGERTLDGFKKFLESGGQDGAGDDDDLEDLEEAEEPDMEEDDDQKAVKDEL
CaV13 ICDI inh: Primary screen for inhibitors of IQ motif and Ca2+-dependent inactivation inhibitor domain binding in CACNA1D, Förster resonance energy transfer in living cells, …. HEK cells, CFP/YFP FRET ICDI-IQ, plate reader, 10 min; percent FRET-ratio fall versus neutral wells. inhibition, % at 12.3 µM. 340,000 tested, 0.098% active. AID 743397;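 active = mean replicate inhibition of at least 30% and at least 1% of replicates passing that level; inconclusive = only one of the two criteria is met; inactive = neither criterion is met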;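 note: 0% = median of the neutral control wells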
Shn3 3UTR inh: reduction of Shn3 3'UTR firefly luciferase signal, primary screen, Schnurri-3 inhibitor project, cell-based, Clone20 osteoblasts, set 2 | Clone20 osteoblast Shn3 3'UTR firefly luciferase, 24 h | inhibition, % at 12.5 µM | 360,000 tested, 0.52% active | AID 588674, 2011;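 active = mean inhibition of at least 75% with every replicate also reaching 75%; inconclusive = mean inhibition at least 75% but some replicate below; inactive = mean inhibition below 75%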;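 note: 0% = median of neutral control wells and 100% = pilot-screen positive control compound; some compounds past the cut are filed as inactive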
MITF TRPM1 inh: inhibitors of MITF-dependent TRPM1 promoter reporter, primary screen, cell-based, SK-MEL-5, single point, luciferase; SK-MEL-5 TRPM1 promoter luciferase, 24 h; inhibition, % at 12.5 µM; 330,000 tested, 0.83% active; AID 488899, 2010;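 active = mean inhibition across replicates of 60% or more, whatever share of single replicates reaches that level; inconclusive = some that reach 60%, reason not given; inactive = mean inhibition across replicates below 60%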; note: values of inactives mirror those of a sister screen read the other way
HIF-2a inh: HIF-2a reporter inhibitors, primary screen, luminescence, 786-0 RCC cells; 786-0 RCC cells HIF-2a reporter, luciferase luminescence, overnight; inhibition, % at 18.8 µM; 360,000 tested, 0.72% active;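 active = inhibition of the luminescence signal of 40% or more relative to plate controls, in a single-dose primary screen at 18.75 µM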
hiPSC survival: enhancers of single-cell hiPSC survival, primary screen, ATPlite luminescence | AID 602274, 2012 | survival enhancement, % at 20 µM | 360,000 tested, 0.044% active | 100% = ROCK inhibitor wells, 0% = DMSO; in the data active = survival enhancement above about 18%;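 note: cells exposed to compounds for 16 hours before the ATP read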
NR2E3 ag-2: NR2E3 agonists in two-hybrid cells, primary screen, cell-based, luminescence, CHO-S, Gal4-NCOR/VP16-NR2E3; luciferase; Photoreceptor-specific nuclear receptor (Homo sapiens), Q9Y5X4; AID 602229, 2012; inhibition of corepressor binding, % at 3.98 µM; 360,000 tested, 0.35% active;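 active = inhibition above the mean of all tested compounds plus 3 SD, cut at about 70% in these data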;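 note: 0% = DMSO with NR2E3 transfected cells and 100% = cells lacking NR2E3 construct; higher means lower luciferase signal from less NR2E3 corepressor binding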
m5-HT2A agonist: mouse Htr2a agonists via beta-arrestin recruitment, primary screen, cell-based, luminescence; 5-hydroxytryptamine receptor 2A (Mus musculus), P35363; CHO-K1 mHTR2A beta-arrestin complementation; percent of 30 µM serotonin response; activation, % at 7.6 µM; 360,000 tested, 0.66% active; AID 624169, 2012;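 active = activation above a run cutoff, the mean activation of all tested compounds plus 3 SD, cut at about 14% in these data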;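 note: 0% = plate median of compound wells and 100% = 30 µM serotonin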
Cardio protect: cardioprotection against H2O2-induced cell death, primary screen, uHTS, H9c2 cells, ATPLite luminescence; H9c2 cardiomyocytes, H2O2 injury protection, 2 h; protection from H2O2 cell death, % at 20 µM; 360,000 tested, 0.63% active;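 active = compounds giving at least 50% protection of heart cells from peroxide-induced death in the single-dose screen, raw or plate-pattern-corrected value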;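 note: 0% = DMSO wells with peroxide and 100% = DMSO wells without peroxide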
Active calls of the source: *; ? = inconclusive; / = not tested or not shown.

SMILES | NR2E3 ag-1 | Peg3 prom inh | PDI turbidity | CaV13 ICDI inh | Shn3 3UTR inh | MITF TRPM1 inh | HIF-2a inh | hiPSC survival | NR2E3 ag-2 | m5-HT2A agonist | Cardio protect
O=C(CCN1C(=O)[C@@H]2Cc3ccccc3CN2C1=O)NCc1ccccc1 | 1 | 5 | 3 | -3 | 8 | -8 | -18 | -0.3 | -2 | 3 | 9
CC1CCN(C(=O)CN(c2ccc3c(c2)OCCO3)S(=O)(=O)c2ccccc2)CC1 | 3 | -29 | 6 | -2 | -31 | -1 | -34 | 0.1 | -55 | 7 | 14
O=C(O)c1ccccc1C(=O)N1N=C(c2ccccc2)CC1c1ccccc1O (centres undefined) | 2 | 6 | 4 | -5 | -69 | -12 | -15 | -0.7 | -81 | 0 | 2
COc1ccc(OCC(=O)N/N=C/C(C)=C/c2ccco2)c(Br)c1 | 5 | 8 | -6 | -3 | -14 | -5 | -34 | -0.3 | -30 | -9 | -11
COc1ccccc1NS(=O)(=O)c1ccc(C(=O)N2CCCCCC2)cc1 | / | -8 | 6 | -6 | 25 | 3 | 4 | 0.5 | 8 | -3 | -7
O=S(=O)(Nc1cc(Cl)ccc1N1CCCCC1)c1cccs1 | 2 | 36 | -5 | / | -9 | -6 | 14 | -1.4 | -31 | -5 | -30
COc1cc(C(=O)NCC(=O)OC(C)C(=O)Nc2ncc(Cl)cc2Cl)cc(OC)c1OC (centres undefined) | 0 | 0 | -9 | -4 | -5 | 7 | 8 | 0.7 | -6 | 1 | 4
COc1ccc(C)cc1NC(=O)CSc1nnc(COc2ccc(Cl)cc2)n1Cc1ccco1 | 1 | 27 | 8 | -4 | 18 | -1 | 29 | -3.1 | 1 | -2 | -4
CCOC(=O)c1c(C)[nH]c(C(=O)N/N=C\c2ccccc2Cl)c1C | -2 | -19 | 12 | -6 | -8 | -14 | -30 | 1.9 | -47 | -9 | -2
COC(=O)c1ccc(COC(=O)C23CC4CC(CC(O)(C4)C2)C3)o1 | -1 | -11 | 6 | -5 | -17 | -7 | -7 | -0.5 | -7 | 2 | -2
COC(=O)c1cc(Cl)cc2c(C)c(C3(O)CCCCC3)[nH]c12 | -1 | 4 | 3 | -6 | 11 | 1 | 12 | 1.6 | -14 | 3 | -11
COc1ccc(C(=O)Cc2ccc(OC)c(OC)c2)c(OC)c1 | 3 | -41 | -8 | -10 | 36 | -10 | -47 | 0.0 | -3 | 2 | -3
CCN(CC)CCCNc1ncnc2ccccc12 | 2 | -3 | 3 | -6 | 2 | 2 | 10 | -0.2 | -24 | 5 | -6
Cc1nonc1OCC(C)(COc1nonc1C)NC(=O)c1ccc(Cl)cc1 | 3 | 22 | -4 | -4 | -8 | 8 | 11 | -2.2 | -9 | 3 | 2
O=C(O)C1CCN(c2ccc(S(=O)(=O)N3CCOCC3)cc2[N+](=O)[O-])CC1 | 2 | 4 | 0 | 6 | -18 | 7 | 17 | 0.5 | 15 | 1 | -2
COc1ccc(N2CCN(S(=O)(=O)c3ccc(-c4cc(C)no4)s3)CC2)cc1 | -1 | 5 | 9 | -6 | -21 | -5 | 7 | -0.6 | -6 | 0 | -2
O=c1[nH]cnc2c1ncn2[C@@H]1O[C@H](CO)[C@@H](O)[C@H]1O | 5 | -4 | -1 | -5 | -7 | 9 | -9 | 1.2 | -8 | 2 | 24
COC(=O)c1cnn2c(C(F)(F)F)cc(-c3ccccc3)nc12 | 1 | -5 | -2 | -8 | 6 | 4 | 7 | 1.3 | 12 | -3 | 6
COc1ccc(C(O)Cn2cc([N+](=O)[O-])nc2C)cc1 (centres undefined) | 3 | 8 | 0 | -20 | 14 | 5 | 12 | -0.5 | 2 | 0 | 5
O=C(Cn1ccc([N+](=O)[O-])n1)Nc1nc2ccccc2s1 | 2 | -26 | -3 | -5 | 10 | -6 | -51 | -0.6 | -30 | 2 | 2
COc1cc(C(=O)N2c3ccccc3CC2C)cc(OC)c1OC (centres undefined) | 8 | 18 | -4 | 1 | 7 | 6 | -1 | -1.1 | 1 | -1 | -8
O=C(COc1ccccc1Br)c1ccc2c(c1)OCO2 | 2 | -113 | 1 | -4 | -14 | -56 | -168 | 0.1 | -33 | 1 | 3
CC[C@]12c3[nH]c4ccc(Cl)cc4c3CCN1C(=O)[C@@H](CC(=O)NCCCOC)C[C@@H]2C(=O)N1CCN(C(=O)C2CC2)CC1 | / | -8 | 3 | -11 | -5 | 4 | 7 | 2.3 | 1 | 3 | -8
CN(C(=O)CSc1cn(CC(=O)N2CCOCC2)c2ccccc12)c1ccccc1 | 1 | -8 | -21 | -3 | 14 | -5 | -6 | -0.1 | -31 | -1 | 5
COc1ccccc1NC(=S)NC1CCCCC1 | 0 | -16 | 0 | -4 | -3 | 9 | 14 | -0.3 | -1 | 1 | 5
Fc1cc(F)cc(NC(=S)N2CCC(c3ccccc3)C2)c1 (centres undefined) | 0 | -113 | -4 | 5 | -62 | -31 | -127 | -0.7 | -66 | 6 | 1
COc1ccc(NC(=O)C2(C)Cc3c(-c4ccc5c(c4)OCO5)ccnc3O2)cn1 (centres undefined) | / | -35 | -4 | -5 | -18 | / | -6 | -1.8 | -11 | -2 | 12
CC(=O)c1ccc(NC(=O)c2cc(Cl)nc3ccccc23)cc1 | 4 | -11 | ? | -2 | -5 | 8 | -12 | 1.6 | 10 | -2 | -6
C[C@H](CO)N1C[C@H](C)[C@@H](CN(C)S(=O)(=O)c2ccc(F)cc2)Oc2ccc(NC(=O)Nc3ccccc3)cc2C1=O | / | 15 | -11 | -11 | 10 | -8 | 14 | 0.5 | -13 | -4 | 18
CCOC(=O)N1CCC(NCCNC(=O)c2ccco2)CC1 | -1 | 7 | 3 | -5 | -25 | -1 | 11 | -1.4 | 4 | 4 | -3
CCOc1ccc(CCNC(=O)c2ccc(N3CCCC3=O)cc2)cc1OCC | -1 | 10 | 3 | / | -2 | -6 | 0 | 1.7 | -8 | -2 | 2
Oc1[nH]c2ccccc2c1C1=NCCCC1 | -4 | -14 | -16 | -8 | -10 | 8 | -16 | 3.7 | -10 | -2 | 6
Cc1c(NC(=O)COC(=O)c2cc(-c3ccc(-c4ccccc4)cc3)nc3ccccc23)c(=O)n(-c2ccccc2)n1C | 2 | -184 | -3 | 11 | 27 | 2 | -264 | -3.2 | -141 | 1 | -16
CCOC(=O)c1c(C)[nH]c(C)c1C(=O)COC(=O)CNC(=O)C1CCCCC1 | 0 | 15 | -2 | -6 | 1 | 2 | 10 | -0.3 | -9 | 1 | -2
O=C(Nc1cccc(Br)c1)c1ccc2snnc2c1 | 2 | -108 | -7 | -5 | 49 | 2 | -149 | 1.3 | -33 | -5 | -8
Cc1c(C)c2c(OCC(=O)N3CCC(C(N)=O)CC3)cc3c(c2oc1=O)CCC(C)(C)O3 | -2 | -8 | / | / | 16 | 4 | 1 | 0.0 | -27 | 0 | 8
CCN1CCN(c2ccc(S(=O)(=O)N3CCCCC3)cc2NC(=O)COc2ccccc2)CC1 | 1 | 15 | 7 | -4 | 36 | 1 | 4 | -0.4 | -24 | -15 | 9
C/C(=N\NC(=O)c1ccccc1O)c1cccs1 | -1 | 33 | 6 | 1 | 24 | 24 | 7 | -0.8 | -120 | 0 | -24
COc1ccc2c(c1)CCc1c(C(=O)Nc3cc(C)n(Cc4ccc(Cl)cc4)n3)noc1-2 | 1 | 2 | -6 | -3 | 13 | 3 | 4 | -1.5 | -3 | 2 | -5
CS(=O)(=O)c1cccc(C(=O)Nc2ccc(S(=O)(=O)N3CCCCC3)cc2)c1 | / | 19 | 1 | -6 | 13 | 15 | 6 | 0.5 | 6 | 8 | -2
CC(C)(C)[C@H]1COC(=O)[C@H](NC(=O)OCC2c3ccccc3-c3ccccc32)C/C=C\C[C@@H](CC(=O)N[C@@H](CO)Cc2ccccc2)C(=O)N1 | / | 8 | -16 | -5 | 3 | 6 | 10 | 0.9 | -10 | 4 | -22
COc1ccccc1Nc1nccc(N(C)C)c1C#N | 0 | 6 | -2 | -4 | 6 | -12 | 7 | -1.0 | -19 | -1 | 4
O=C(NC(=S)Nc1ccccc1N1CCCCC1)c1cccs1 | 0 | 33 | -6 | -5 | 13 | 16 | 17 | 1.5 | -4 | -1 | -8
Cc1nc2scc(-c3ccc(C(C)C)cc3)c2c(=O)n1N | -2 | 2 | -4 | -4 | 20 | -6 | -36 | -0.3 | -28 | 4 | 10
COc1ccc(-c2nnn(CC(=O)N(CC(=O)NC3CCCC3)Cc3cccs3)n2)cc1OC | -1 | 20 | -1 | -5 | 19 | 6 | 7 | 1.3 | 1 | 2 | 9
CCCCNC(=O)C1CCN(C/C(C)=C/c2ccccc2)CC1 | 1 | 25 | 2 | -6 | 3 | 8 | 9 | 1.1 | 13 | -6 | 0
CCOC(=O)C1=CCN(S(=O)(=O)c2ccccc2)C1c1ccc(C)cc1 (centres undefined) | / | 9 | / | -6 | 1 | / | 9 | 2.3 | 22 | -2 | -2
CCCCn1c(N)c(N(Cc2ccccc2OC)C(=O)CN2C(=O)NC3(CCCC3)C2=O)c(=O)[nH]c1=O | 0 | -10 | -7 | -7 | -2 | 4 | 12 | -0.6 | -45 | 0 | 7
Cc1cc(C)c(NC(=O)Cn2c(=O)n(Cc3ccco3)c(=O)c3ccccc32)c(C)c1 | 1 | 14 | -1 | -4 | -3 | -2 | -4 | -2.7 | -24 | -6 | 18
COc1ccc(C(C)=O)cc1Cn1nnc(-c2ccccc2Br)n1 | -1 | 18 | -35 | -19 | 9 | 1 | 6 | -0.7 | -1 | 2 | -2
O=C(c1ccccc1)N1CCC(O)(c2cccnc2)CC1 | 2 | 10 | 10 | -2 | 21 | -9 | 25 | -1.0 | -2 | -2 | 1
O=C(Oc1cc(=O)oc2c1c(=O)n1c3c(cccc23)CC1)c1ccccc1 | 2 | 18 | 1 | -14 | 20 | 1 | 23 | -0.7 | -6 | 5 | 5
N=c1sccn1CC(=O)NCc1ccc(Cl)cc1Cl | 2 | -18 | 4 | -20 | -5 | 2 | -15 | 4.5 | -25 | 3 | 0
